Screening results as filed in PubChem BioAssay.
MBNL1-CUG inh: MBNL1-poly(CUG) RNA binding inhibition; Q9NR56; TR-FRET MBNL1-His/biotin-(CUG)12 binding, 665/545 ratio; Potency, µM (highest dose often 57.5 µM), inactives show top-dose activity change, negative = inhibition, hits mostly inhibitors; actives 0.036% (n = 280,000); AID 2675; active = well fitted inhibition curve with a large enough effect in the signal ratio, with a control signal flat, not every such curve was filed as active; inconclusive = small, poorly fitted or top-dose-only effect, or effect the other way, or a change in a side signal; inactive = no such curve, though single readings can be large or run the other way; the % refers to the signal ratio; also: potency is read from the fitted curve at half-maximal effect; % is scaled to controls: 0 for no effect and ±100 for the full control effect
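MBNL1-His + Biotin-(CUG)12, cpd titration 92 nM–58 uM; Tb anti-His Ab 0.055 ng/ul, SA-XL665 5 nM (final); 60 min RT; ratiometric 665/545 nm, Ex 340 nm; normalized to buffer and full-complex controls.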
VP16 counter: inhibits Gal4-VP16 luciferase reporter, ROR gamma counter-screen; Drosophila S2 Gal4-VP16 UAS-luciferase, luminescence, 20 h; Potency, µM (top dose mostly 53.6 µM), for the others: at the highest dose activity, negative = inhibition, hits mostly inhibitors; actives 3.5% (n = 310,000);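 also: Gal4-VP16 expression switched on by copper sulfate through the metallothionein promoter; potency is read from the fitted curve at half-maximal effect; % is scaled to controls: 0 for no effect and ±100 for the full control effect; nearly all actives have a fitted effect of over 50% in size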
RORg inh: blocks mouse ROR gamma transcriptional activity. P51450. Drosophila S2 Gal4-RORgamma UAS-luciferase reporter, 20 h. Potency, µM (top dose mostly 53.6 µM), for inactives: at the highest dose activity change, negative = inhibition, usual class: inhibitors. actives 5.4% (n = 310,000). AID 2551; also: potency is read from the fitted curve at half-maximal effect; % is scaled to controls: 0 for no effect and ±100 for the full control effect; nearly all actives have a fitted effect of over 60% in size
Target sequence (P51450 whole entry, looked up, the tested form may be a part): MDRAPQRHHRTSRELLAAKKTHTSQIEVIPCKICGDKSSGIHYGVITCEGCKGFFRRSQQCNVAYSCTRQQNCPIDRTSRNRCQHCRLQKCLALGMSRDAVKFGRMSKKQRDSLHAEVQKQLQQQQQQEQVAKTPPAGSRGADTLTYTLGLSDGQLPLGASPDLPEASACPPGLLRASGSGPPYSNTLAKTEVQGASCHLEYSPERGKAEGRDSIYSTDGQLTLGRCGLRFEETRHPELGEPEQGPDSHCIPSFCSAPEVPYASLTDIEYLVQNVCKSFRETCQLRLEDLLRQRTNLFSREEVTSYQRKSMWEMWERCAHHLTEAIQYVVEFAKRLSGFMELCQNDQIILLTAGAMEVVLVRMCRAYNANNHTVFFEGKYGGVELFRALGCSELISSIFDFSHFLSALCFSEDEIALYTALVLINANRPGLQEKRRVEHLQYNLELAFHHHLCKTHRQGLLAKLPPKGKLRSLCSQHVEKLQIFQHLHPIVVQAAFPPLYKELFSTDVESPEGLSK
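Luciferase reporter read in Schneider cells carrying Gal4-RORγ (mouse) and UAS-Photinus luciferase; cells given compound 1 h before 700 uM copper sulfate induction, then incubated 20 h at ambient temperature.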
NPC1 prom act: activates the NPC1 promoter; Huh7 NPC1 promoter luciferase reporter, 24 h; Potency, µM (doses to about 9.22 µM), for the others: at the highest dose activation, actives largely listed as activators; actives 2.4% (n = 320,000); AID 485313;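 also: potency is read from the fitted curve at half-maximal effect; % of control where 0% means no effect; nearly all actives have a fitted effect of over 60% in size; reporter is driven by a mutant NPC1 promoter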
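Readout is luciferase luminescence, reflecting NPC1 promoter activation in stably transfected Huh7 cells after 24 h compound exposure at 37 °C in reduced-serum medium with 10% FBS.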
ELG1 DNA repair: ELG1-dependent DNA repair inhibition; HEK293T ELG1-luciferase reporter, luminescence, 16 h; DNA damage induced by 5-fluorouridine; Potency, µM (doses to about 46.1 µM), for the others: at the top dose activity change, negative = inhibition, usual class: inhibitors; actives 2.3% (n = 330,000); AID 504467; also: potency is read from the fitted curve at half-maximal effect; % is scaled to controls: 0 for no effect and ±100 for the full control effect; nearly all actives have a fitted effect of over 55% in size
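5-Fluorouridine DNA damage + compound/DMSO, 2,000 cells/well, 16 h, 37 °C/5% CO2. ONE-Glo, 30 min RT, luminescence. Readout = decrease in reporter signal.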
PKM2 act: activators of human pyruvate kinase M2 | P14618 | purified PKM2, Kinase-Glo ATP luminescence, activation; response scale: 0% is enzyme alone, no compound | Potency, µM (top dose mostly 57.5 µM), for the others: top-dose activation, most hits filed as activators | actives 0.34% (n = 260,000); also: potency is read from the fitted curve at half-maximal effect; % is scaled to controls: 0 for no effect and ±100 for the full control effect; nearly all actives have a fitted effect of over 55% in size
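Purified hPK-M2 (>95% pure) converted ADP (0.1 mM final) to ATP with 0.5 mM PEP in 50 mM imidazole pH7.2, KCl, MgCl2, Tween 20, BSA; 1 h at room temperature. ATP detected by Kinase-Glo luminescence.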
Rab9 promoter act: activators of Rab9 promoter. actives 2.8% (n = 320,000). Potency, µM (series often up to 9.22 µM), without a hit: at the highest dose activation, negative = inhibition, usual class: activators. Huh7 Rab9 promoter-luciferase reporter, luminescence, 24 h; also: potency is read from the fitted curve at half-maximal effect; % of control where 0% means no effect; nearly all actives have a fitted effect of over 60% in size
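Using Huh7 cells stably transfected with Rab9 promoter–luciferase, compounds were incubated 24 h at 37 °C, 5% CO2; luciferase luminescence was read 10 min after reagent addition.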
Menin MLL FP TR: inhibitors of human menin-MLL interaction, mutant MLL peptide; Potency, µM (top dose mostly 61.6 µM), inactives show at the top dose FP activity change, negative = inhibition, actives largely listed as inhibitors; actives 0.23% (n = 270,000); O00255; Menin + Texas Red MLL mutant peptide, fluorescence polarization; AID 1768; active = well fitted inhibition curve with a large enough effect in the polarisation, with a control signal flat, not every such curve was filed as active; inconclusive = small, poorly fitted or top-dose-only effect, or effect the other way, or a change in a side signal; inactive = no such curve, though single readings can be large or run the other way; the % refers to the polarisation; also: potency is read from the fitted curve at half-maximal effect; % of control where 0% means no effect; many of its hits are not listed in these tables
Target sequence (O00255 whole entry, looked up): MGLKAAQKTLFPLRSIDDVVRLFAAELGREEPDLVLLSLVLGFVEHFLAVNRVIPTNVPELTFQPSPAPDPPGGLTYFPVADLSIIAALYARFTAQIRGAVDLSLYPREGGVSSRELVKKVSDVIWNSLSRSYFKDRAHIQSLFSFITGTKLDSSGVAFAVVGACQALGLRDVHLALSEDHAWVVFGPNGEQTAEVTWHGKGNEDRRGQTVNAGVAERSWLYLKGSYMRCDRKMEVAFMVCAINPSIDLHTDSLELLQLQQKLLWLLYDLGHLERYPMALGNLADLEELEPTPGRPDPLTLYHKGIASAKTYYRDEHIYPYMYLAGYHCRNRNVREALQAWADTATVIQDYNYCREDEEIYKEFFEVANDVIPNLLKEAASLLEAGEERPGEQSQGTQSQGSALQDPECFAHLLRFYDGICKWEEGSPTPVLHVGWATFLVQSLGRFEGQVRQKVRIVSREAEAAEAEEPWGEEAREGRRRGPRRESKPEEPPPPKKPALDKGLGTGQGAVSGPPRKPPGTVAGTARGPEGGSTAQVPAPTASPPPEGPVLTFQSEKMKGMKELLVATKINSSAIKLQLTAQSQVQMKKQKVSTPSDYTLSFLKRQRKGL
KCNH2 3.1 inh: inhibitors of human KCNH2 3.1 potassium channel isoform; AID 720553; U2OS KCNH2 3.1, thallium flux FluxOr; hits give low values; activity change, % (tested at about 1.8 µM); actives 0.95% (n = 340,000);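 active = maximum activity change below -70%; inconclusive = maximum activity change from -70% to -50%; inactive = maximum activity change above -50%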;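 also: thallium influx rate constant from kinetic fluorescence after stimulation buffer; % is scaled to controls: 0 for no effect and ±100 for the full control effect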
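Normalized rate constant (relative to positive and negative DMSO controls) derived from a 2 min kinetic fluorescence read after stimulation; U2OS cells expressing the 3.1 isoform via virus at 1.77 x 10^8 /mL.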
Mito fusion yeast: mitochondrial division inhibition or fusion activation; actives 0.23% (n = 320,000); S. cerevisiae fusion-defective mutant growth rescue, CellTiterGlo 48 h; Potency, µM (titrated, usually from 46.1 µM), for inactives: at the highest dose growth rescue (activation), most hits filed as activators;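 also: potency is read from the fitted curve at half-maximal effect; % of control where 0% means no effect; nearly all actives have a fitted effect of over 45% in size; temperature-sensitive fusion mutants such as fzo1-1 at 37 °C on non-fermentable ethanol glycerol medium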
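Luminescent cell viability in 1536-well qHTS format served as the measure of rescued growth in ts fusion-mutant S. cerevisiae cultured on non-fermentable YPEG for 48 hours at 37C.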
FLuc counter: firefly luciferase modulation, counter-screen for miR-21 project. purified FLuc, Km substrates, luminescence inhibition. Potency, µM (highest dose often 57.5 µM), inactives show at the top dose activity change, negative = inhibition, actives largely listed as inhibitors. AID 588342. actives 6.9% (n = 360,000);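 also: potency is read from the fitted curve at half-maximal effect; plate controls were vehicle for no effect and reference inhibitor for full effect; nearly all actives have a fitted effect of over 55% in size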
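Purified P. pyralis luciferase, 10 nM final, with Km-level 10 uM D-luciferin and 10 uM ATP in 50 mM Tris acetate pH 7.5, 10 mM Mg acetate, 0.01% Tween-20, 0.05% BSA; 6-point qHTS titration about 60 µM downward; luminescence read.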
Active calls of the source: *; u = inconclusive; x = no result given; & = joins results of further samples; [ ] = dose if it differs, or a comment. Unless noted, calls follow the shape of the dose curve; as a rule, active = well fitted curve in the direction sought with a large enough effect; inconclusive = small, poorly fitted or top-dose-only effect, or another doubt; inactive = no such curve, though single readings can be large; an effect the other way counts as inactive or inconclusive. An excerpt (hit frequency here may not be typical).

SMILES	MBNL1-CUG inh	VP16 counter	RORg inh	NPC1 prom act	ELG1 DNA repair	PKM2 act	Rab9 promoter act	Menin MLL FP TR	KCNH2 3.1 inh	Mito fusion yeast	FLuc counter
CC(=O)Nc1ccc(S(=O)(=O)N(C)CC(=O)Nc2cccc(S(=O)(=O)N3CCCC3)c2)cc1	x	x	x	-1%	-17%	x	-2%	x	-20	-4%	-4%
CCCn1cc(SCC(=O)NCc2ccc3c(c2)OCO3)c2ccccc21	u	-5%	u	2%	-8%	-21%	0%	-15%	-4	21%	4%
Cc1cc(C(=O)CSc2nc(N)cc(=O)[nH]2)c(C)n1-c1ccc(OC(F)F)cc1	1%	10µM*	-38%	-38%[inhibitor]	u	0%	-35%[inhibitor]	1%	-10	-3%	1%
Cc1nc2c(=O)oc3ccccc3c2n1-c1ccccc1	-2%	x	-1%[0.365 µM]	-1%	5%	-1%	-6%	-15%	-1	2%	2%
CCCCC1(C)Nc2ccccc2-c2nc3ccccc3n21 (stereo unspecified)	4%	13%	-21%	2%	u	-5%	26%	36%[activator]	-43	-8%	u
COc1ccc(OC)c(C(=O)NC(CC(N)=O)c2ccc(N3CCCCCC3)c([N+](=O)[O-])c2)c1 (stereo unspecified)	21%	-3%	1%	-2%	4%	2%	-3%	-16%	5	0%	-1%
Cc1nn2c(c1-c1ccccc1)NC1=C(C(=O)CCC1)C2c1ccccc1 (stereo unspecified)	-2%	6%	17%	-1%	-8%	6%	-2%	-14%	-2	1%	0%
O=C(N/N=C/c1cccc(Cl)c1)C(c1ccncc1)N1CCOCC1 (stereo unspecified)	u	u	9%	3%	0%	-10%	-8%	x	7	-11%	-1%
CN(C)/N=C/c1cc(Cl)cc([N+](=O)[O-])c1O	u	-13%	11µM*	9%	6%	-12%	-1%	9%	-2	5%	-7%
Cc1cc(C)n2nc(C(=O)OCC(=O)N3C(C)CCCC3C)nc2n1 (stereo unspecified)	x	x	x	-3%	15%	x	1%	x	1	-5%	1%
O=C(CN(Cc1ccccc1)S(=O)(=O)c1ccc(Br)cc1)N/N=C/c1ccccc1C(=O)O	x	3%	2%	-2%	-4%	0%	-2%	x	-11	2%	-1%
O=C(NCc1ccc(Cl)cc1)c1ccc2ccccc2n1	2%	u	10%	6%	u	5%	2%	19%	-1	5%	u
Cc1cc2nc(CO)[nH]c2cc1C	-14%	19%	-17%	-1%	22%	-2%	-4%	5%	9	3%	-10%
COc1ccc(-n2c(=O)c3ccccc3n(CC(=O)NCc3ccco3)c2=O)cc1	-6%	-7%	1%	0%	4%	-5%	1%	-2%	4	-4%	0%
O=C(O)c1cc(-c2ccc(Cl)cc2)n(-c2ccc(F)cc2)n1	-4%	-8%	-1%	0%	1%	x	4%	u	-13	12%	2%
CCOP(=O)(OCC)C(Nc1ccccn1)c1ccccc1 (stereo unspecified)	-16%	-5%	-6%	-2%	u	1%	-5%	0%	6	-3%	1%
COc1ccc(CN(C(=O)Cc2cccs2)C(C(=O)NC2CCCC2)c2ccncc2)cc1 (stereo unspecified)	-13%	-4%	22%	-1%	0%	-1%	-2%	2%	-5	1%	-1%
c1ccc(-c2nc(N3CCOCC3)c3ccccc3n2)nc1	13%	5.6µM*	2.5µM*	2%	16µM*	-4%	0%	17%	-6	-5%	4%
O=C(NN1CCOCC1)c1cc(-c2cccc(Cl)c2)nc2ccccc12	1%	1%	7%	3%	-6%	-4%	1%	13%	12	1%	-18%
CCOc1ccc(C(=S)NC2CCCCC2)cc1OC	-3%	-10%	-33%	1%	u	-9%	6%	12%	13	-6%	u
Cc1ccc(CN=c2c([N+](=O)[O-])nn(-c3ccc4c(c3)OCCO4)n2O)cc1	x	u	22%[10 µM]	u	u	2%	u	0%	-20	18%	12µM*
CC1(C)CC(=O)N(CC(=O)NC2CCCC2)c2ccccc2S1(=O)=O	3%	0%	-15%	0%	-5%	-12%	3%	-5%	-2	1%	0%
COc1ccc(Br)cc1S(=O)(=O)NCCCN1CCOCC1	4%	0%	-12%	-1%	-3%	-4%	-2%	-6%	-9	-7%	6%
Cc1ccc(/C=N/c2sc3c(c2C(N)=O)CCCC3)o1	x	-1%	7%	u	u	6%	4µM*	-2%	-10	-4%	11µM*
C/C(=N/NC(=O)CN1CCN(Cc2ccccc2Cl)CC1)c1cccnc1	u	-4%	-36%	-1%	u	-2%	-1%	x	-13	-1%	1%
SMILES	MBNL1-CUG inh	VP16 counter	RORg inh	NPC1 prom act	ELG1 DNA repair	PKM2 act	Rab9 promoter act	Menin MLL FP TR	KCNH2 3.1 inh	Mito fusion yeast	FLuc counter
C/C(=N\NC(=O)c1ccc(CSc2nncn2C)cc1)c1ccc(Cl)cc1	-15%	4%	35%	0%	0%	2%	-4%	-5%	x	-3%	-12%
C=CCN1C(=O)CN=C1Nc1ccc(OC)cc1OC	0%	-1%	-38%	-3%	4%	5%	-9%	6%[11.7 µM]	-7	1%	0%
CCCNC(=O)c1c(O)c2c([nH]c1=O)CCCC2	-9%	-1%	4%	-8%	4%	u	16%	3%	-13	13%	3%
COC(=O)c1cccc(NC(=O)NC23CC4CC(CC(C4)C2)C3)c1	2%	-3%	-7%	21%	u	8%	24%	-11%	8	10%	9.5µM*
CC(C)c1ccc(S(=O)(=O)c2cc3cc(Br)ccc3oc2=O)cc1	-5%	u	-40%	1%	1%	0.56µM*	1%	-1%	-31	-1%	10%
S=C(NCc1ccco1)N/N=C/c1ccccc1Cl	-5%	u	11µM*	0%	-10%	2%	-3%	19%	1	-1%	-14%
Cn1cc(/C=N/NC(=O)COc2ccccc2[N+](=O)[O-])c2ccccc21	9%	13µM*	u	-2%	-16%	7%	3%	19%	-1	-7%	u
CCc1ccc(OCC(=O)Nc2ccc(S(=O)(=O)Nc3ccccn3)cc2)cc1	1%	-15%	8%	-3%	12%	x	5%	x	-15	12%	-14%
CCN1/C(=C(\O)c2ccccc2)C(=O)c2ccccc2S1(=O)=O	0%	u	10µM*	1%	u	15%	-4%	35%[activator]	-1	15%	4%
COc1ccc(S(=O)(=O)CCC(=O)Nc2cc(C)ccc2OC)cc1	1%	-11%	4%	0%	-8%	20%	-8%	-12%	-2	1%	-1%
Cc1ccc2nc(-c3cccc(S(=O)(=O)N4CC(C)OC(C)C4)c3)cn2c1 (stereo unspecified)	-5%	0%	37%	1%	-3%	-14%[0.46 µM]	-2%	-8%	-14	18%	13µM*
COc1c(C)cc(C(=O)C2CCCN(Cc3ccc(Oc4ncccn4)cc3)C2)cc1C (stereo unspecified)	1%	4%	17%	0%	18µM*	2%	-7%	-13%	-17	23%	-5%
O=C(CNS(=O)(=O)c1ccc(Br)s1)N1CCN(c2ccc(F)cc2)CC1	-8%	5%	u	-9%	-5%	8%	-8%	4%	-32	1%	4%&-6%
CC1CC(C)CN(C(=O)c2cc3c(=O)n4ccccc4nc3s2)C1 (stereo unspecified)	u	6%	16%	2%	u	11%	0%	-19%	-1	8%	-1%
CCc1ccccc1NC(=O)CCNS(=O)(=O)c1cc(Br)cnc1N	1%	-4%	-3%	-6%	-4%	x	-3%	x	6	-3%	-1%
COc1ccc(CC2SC(N)=NC2=O)cc1 (stereo unspecified)	-1%	-3%	6%	0%	u	1%	0%	5%	6	-1%	4%
O=C(CCN1C(=O)c2ccccc2C1=O)NC(=S)Nc1ccccc1Cl	-29%	u	u	1%	u	-13%	-9%	u	-37	1%	-5%
CCOC(=O)NN1C(=O)c2ccccc2NC1c1cccc(O)c1 (stereo unspecified)	x	-4%	16%	0%	3%	-4%	1%	23%	12	-2%	-1%
O=C(CCn1[nH]c(=O)c2ccccc2c1=O)N1CCOCC1	3%	-1%	-14%	-3%	3%	5%	7%	7%	-12	1%	5%
CCOC(=O)N1CCC(N(C(=O)Nc2cccc(OC)c2)C(C)CC)CC1 (stereo unspecified)	-1%	6%[0.365 µM]	9%	3%	-8%	1%	-5%	-29%	3	-2%	3%
